Luc counter – counter-screen: inhibitors of Kinase-Glo firefly luciferase | Q27757 | Kinase-Glo luciferase, ATP luminescence, 8 min | Potency, µM (doses to about 38.3 µM), inactives show at the highest dose activity change, negative = inhibition, hits mostly inhibitors | 200,000 tested, 0.28% active | AID 1379; note: potency is the fitted concentration of half-maximal effect; % is set by controls: 0 for no effect and ±100 for the full control effect; nearly all actives have a fitted effect of over 60% in size
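Luminescence was the read-out, taken after 8-minute incubation at ambient temperature. Luciferase turned over luciferin with 10 uM ATP in imidazole pH 7.2 buffer containing KCl, MgCl2, Tween 20 and BSA.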
IMPase Li inh – membrane-permeable IMPase blocker, potentiated with lithium; CHO-M1 cells, IP1 TR-FRET (IP-One), carbachol + lithium; Potency, µM (doses to about 59.4 µM), inactives show top-dose activity, negative = IMPase inhibition, most hits filed as inhibitors; 210,000 tested, 0.35% active; AID 1457;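 note: IP1 builds up when IMPase is blocked and the TR-FRET signal falls; potency is the fitted concentration of half-maximal effect; plate controls were basal vehicle for no effect and high inhibitor control for full effect; nearly all actives have a fitted effect of over 50% in size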
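Readout is a homogeneous TR-FRET IP1 immunoassay (Ex 320, Em 665 and 620), where raised cytosolic IP1 lowers signal. Cells were CHO-M1 treated 30 min at 37C with test compounds plus a little lithium; AC50 values came from Hill-equation fitting.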
L3MBTL1 inh – inhibitors of human L3MBTL1. Q9Y468. AID 485360. 230,000 tested, 0.66% active. AlphaScreen L3MBTL1–H3K9me1 peptide binding. Potency, µM (titrated, usually from 57.1 µM), without a hit: at the top dose activity, negative = inhibition, most hits filed as inhibitors; note: potency is the fitted concentration of half-maximal effect; % is set by controls: 0 for no effect and ±100 for the full control effect; nearly all actives have a fitted effect of over 60% in size
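Displacement of a biotinylated histone H3(1-15) peptide monomethylated at Lys9 (75 nM) from L3MBTL1 (50 nM) was measured by AlphaScreen after a 30 min room-temperature compound incubation; cefsulodin titration served as intraplate control.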
HTT aggregate – inhibitors of mutant huntingtin aggregate formation in PC12 cells. PC12 HttQ103-GFP aggregates, Acumen cytometry, 40 h. Potency, µM (highest dose often 46.1 µM), for the others: at the top dose activity change, negative = inhibition, actives largely listed as inhibitors. 220,000 tested, 1.1% active; note: potency is the fitted concentration of half-maximal effect; % is set by controls: 0 for no effect and ±100 for the full control effect; nearly all actives have a fitted effect of over 60% in size
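Huntingtin Q103 exon 1–GFP aggregates in induced PC12 cells (100 nM tebufenozide) were quantified by cytometry from lysates, with compounds dosed in titration.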
Epigenetic derep – derepresses silenced GFP reporter in murine cells; murine LDR cells, GFP reporter derepression, 30 h; Potency, µM (titrated, usually from 53.9 µM), for the others: at the highest dose GFP activation, most hits filed as activators; 280,000 tested, 0.2% active; note: potency is the fitted concentration of half-maximal effect; % of control where 0% means no effect; nearly all actives have a fitted effect of over 60% in size
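In this reporter-derepression format, murine cells bearing a silenced integrated CMV-GFP locus incubate with test compound (30 h, 37 C), then are washed and imaged; fluorescent objects of 20–120 um count as induced cells.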
CBFb RUNX1 block – CBF-beta/RUNX1 interaction disruption; 230,000 tested, under 10 active; Potency, µM (titrated, usually from 59.8 µM), without a hit: top-dose activity, negative = inhibition, most hits filed as inhibitors; AID 1477; AlphaScreen CBFb-His/RUNX1-biotin binding, biochemical; note: % of control where 0% means no effect
Target sequence (Q01196 whole entry, looked up): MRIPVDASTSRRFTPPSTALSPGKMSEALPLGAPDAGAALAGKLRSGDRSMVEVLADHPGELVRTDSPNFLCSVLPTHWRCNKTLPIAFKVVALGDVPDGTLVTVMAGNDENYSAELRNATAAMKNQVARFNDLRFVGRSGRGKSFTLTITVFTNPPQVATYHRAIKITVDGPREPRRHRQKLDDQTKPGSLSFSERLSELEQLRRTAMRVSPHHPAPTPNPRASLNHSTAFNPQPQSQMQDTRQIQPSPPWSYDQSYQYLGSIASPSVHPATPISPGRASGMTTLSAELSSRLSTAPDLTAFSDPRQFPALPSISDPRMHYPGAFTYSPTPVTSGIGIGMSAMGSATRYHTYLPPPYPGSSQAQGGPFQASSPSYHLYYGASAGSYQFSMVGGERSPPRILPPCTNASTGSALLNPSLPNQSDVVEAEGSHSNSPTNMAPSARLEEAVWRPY
Target sequence (Q13951 whole entry, looked up): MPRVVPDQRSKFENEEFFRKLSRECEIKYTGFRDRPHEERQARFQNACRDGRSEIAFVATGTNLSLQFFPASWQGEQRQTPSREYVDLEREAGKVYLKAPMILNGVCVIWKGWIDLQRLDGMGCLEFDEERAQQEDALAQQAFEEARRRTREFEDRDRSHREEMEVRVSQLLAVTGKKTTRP
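Room-temperature protein-protein interaction test with 30 nM each of His-tagged CBF-beta and biotinylated RUNX1, 15 min with compound, then 90 min with nickel plus streptavidin beads. Signal read in AlphaScreen mode.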
NPSR antagonist – antagonists of human neuropeptide S receptor cAMP signaling; 220,000 tested, 1% active; Potency, µM (series often up to 38.3 µM), for inactives: at the highest dose activity change, negative = inhibition, usual class: inhibitors; CHO-NPSR cells, cAMP TR-FRET, antagonist mode; Q6W5P4; AID 1461; note: potency is the fitted concentration of half-maximal effect; % is set by controls: 0 for no effect and ±100 for the full control effect; nearly all actives have a fitted effect of over 50% in size; many of its hits are not listed in these tables
Target sequence (Q6W5P4 whole entry, looked up): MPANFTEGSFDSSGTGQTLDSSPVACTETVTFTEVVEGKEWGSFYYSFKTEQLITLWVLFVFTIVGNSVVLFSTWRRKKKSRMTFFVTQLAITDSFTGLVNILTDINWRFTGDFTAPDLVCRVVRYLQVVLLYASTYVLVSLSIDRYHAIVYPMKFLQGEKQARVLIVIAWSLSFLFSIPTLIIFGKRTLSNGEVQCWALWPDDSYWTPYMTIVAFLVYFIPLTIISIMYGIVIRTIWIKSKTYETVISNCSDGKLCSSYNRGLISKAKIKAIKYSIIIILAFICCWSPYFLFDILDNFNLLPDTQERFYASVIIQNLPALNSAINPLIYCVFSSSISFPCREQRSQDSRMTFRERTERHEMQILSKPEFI
The depositor's hits bear a star; ? = inconclusive; nt = no result given; & = joins results of further samples; [ ] = dose if it differs, or a comment. Calls come from the whole dose curve; as a rule, active = well fitted curve in the direction sought with a large enough effect; inconclusive = small, poorly fitted or top-dose-only effect, or another doubt; inactive = no such curve, though single readings can be large; an effect the other way counts as inactive or inconclusive. This is a subset. The share of hits here may be higher or lower than overall.

SMILES	Luc counter	IMPase Li inh	L3MBTL1 inh	HTT aggregate	Epigenetic derep	CBFb RUNX1 block	NPSR antagonist
COc1ccc(OC)c(-c2c[n+](=O)c3c(n2[O-])CCCC3)c1	2%	-5%[38.3 µM]	2%	-3%	0.0%	2%	0%[46.1 µM]
CC(=O)CSc1nnc(NC(=O)CCc2ccccc2)s1	3%	17%[38.3 µM]	nt	11%[9.22 µM]	1.8%	6%	-2%[46.1 µM]
O=C(Nc1ccc(-c2cn3ccccc3n2)cc1)c1ccco1	10µM*	-9%	0%	5%	-5.6%	4%	-1%
COc1ccc(N(C)C2=NS(=O)(=O)c3ccccc32)cc1	-4%	28%[38.3 µM]	nt	-23%	0.9%	1%	-13%[46.1 µM]
COCCCn1c(SCc2ccc(OC)cc2)nc2cc(OC)c(OC)cc2c1=N	-1%	1%[38.3 µM]	-2%	0%	0.0%	-5%	?
O=C(NCCNC(=O)c1cccs1)c1ccco1	-4%	14%[38.3 µM]	nt	13%	-0.3%	-2%	1%[46.1 µM]
O=C(c1cccc(Cl)c1)N1CCN(c2ncnc3c2cnn3-c2ccccc2)CC1	-1%	16%	7%	nt	1.1%	5%	-27%
CCOc1ccc(C(=O)CN2CCN(S(=O)(=O)c3ccc(Br)cc3)CC2)cc1	-3%	-6%[38.3 µM]	0%	-10%	-1.1%	2%	-20%[46.1 µM]
CCOC(=O)c1cccc(NC(=O)CSc2nnnn2C)c1	-2%	4%[38.3 µM]	7%	13%	0.9%	-3%	-6%[46.1 µM]
COC(=O)c1ccc2c(=O)n(CCCCCC(=O)NCc3ccccc3)c(=O)[nH]c2c1	-2%	-28%[38.3 µM]	nt	4%	1.3%&1.4%	6%	-3%[46.1 µM]
Cc1ccc(NC(=O)C(C)c2cccc(C(=O)c3ccccc3)c2)cc1O (configuration not stated)	2%	12%	-3%	?	1.3%	8%	-11%
Cc1cc(OCC(=O)Nc2ccc(F)c(F)c2)nc(C(C)C)n1	-1%	2%[38.3 µM]	nt	2%	-1.0%	3%	-2%[46.1 µM]
OC(CN1CCC(Cc2ccc(F)cc2)CC1)c1ccc(Cl)cc1 (configuration not stated)	-3%&-5%	21%&6%	nt	4%	-1.2%&6.0%	7%&18%	?
CCCC(=O)Oc1c(S(=O)(=O)c2ccc(C)cc2)c(C)nn1C(C)(C)C	0%	18%	nt	?	2.5%	2%	-46%
O=C(CCCNC(=O)/C(=C\c1ccccc1F)NC(=O)c1ccccc1)OCc1ccccc1	-1%	-1%[38.3 µM]	6%	-4%	0.0%	0%	-22%[46.1 µM]
Cc1ccc(C)c(N=Nc2ccc(O)c3ncccc23)c1	-12%	3%	nt	?	-1.2%	?	-22%
[O-][n+]1onc2c1CCc1c-2nc(-c2ccccc2)n1OCc1ccccc1	0%	6%[38.3 µM]	0%	0%	8.2%	0%	?
S=c1nc(C2CC2)[nH]c2ccccc12	-3%	?	-10%	5%	-3.2%	4%	8%[46.1 µM]
Cc1sc2ncnc(N3CCN(C(=O)c4ccco4)CC3)c2c1C	2%	9%	12%	-14%[9.22 µM]	4.3%	0%	-9%
O=C(O)CC(c1ccccc1)c1ccccc1	0%	-3%[38.3 µM]	5%	3%	-1.0%	2%	-9%[46.1 µM]
CCSc1nc2sc3c(c2c2[n+]1CC(CBr)O2)CCCC3 (configuration not stated)	nt	nt	-13%	9%[9.22 µM]	-2.2%	-1%	-13%
CC(C)(C)c1ccc(S(=O)(=O)NNC(=O)C2CCN(Cc3cccc(F)c3)CC2)cc1	0%	-7%	nt	-13%	0.0%	4%	-18%
O=C(NNc1ccccc1[N+](=O)[O-])Nc1cccc(Cl)c1	nt	nt	nt	-3%[9.22 µM]	0.0%	?	8%
COc1cccc(C2/C(=C(\O)c3ccc4c(c3)OCCO4)C(=O)C(=O)N2CCN(C)C)c1 (configuration not stated)	-2%	?	7%	11%	-1.0%	4%	23%[46.1 µM]
C=CCNC(=O)c1cc(=O)c2ccccc2o1	6%	-4%[38.3 µM]	-3%	-1%	-2.1%	4%	3%[46.1 µM]
Cc1ccc(-c2cn(-c3ccccc3)c(SCC(=O)NC3CCS(=O)(=O)C3)n2)cc1C (configuration not stated)	3%	10%	-9%	17%	0.0%	-16%	-16%
CCCCNC(=O)CCn1c(=O)c2ccccc2n(CC(=O)NCCc2ccc(OC)c(OC)c2)c1=O	0%	6%	12%	31%	-0.1%	5%	-5%
O=C1COc2ccc(C(=O)NCc3ccco3)cc2N1	2%	15%[38.3 µM]	0%	-7%	-0.8%	-5%	-5%[46.1 µM]
CCC(C)(C(=O)NC1CCCCC1)N(Cc1cccs1)C(=O)Cc1cccs1 (configuration not stated)	0%	50%[activator][38.3 µM]	nt	-13%	-1.0%	0%	-24%[46.1 µM]
Cc1nn(C)cc1/C=N/NC(=O)C1(O)c2ccccc2-c2ccccc21	1%	-6%	1%	-17%	-3.2%	-10%	11%
CC(C)c1nc(SCc2ccccn2)c2c(=O)n(C)c(=O)n(C)c2n1	-2%	32%[activator][38.3 µM]	4%	6%	0.0%	2%	-15%[46.1 µM]
CNS(=O)(=O)c1cccc(C(=O)OC2CCCCC2=O)c1 (configuration not stated)	-1%	-19%[38.3 µM]	-7%	10%	1.2%	-1%	14%[46.1 µM]
O=C(Nc1ccccc1Oc1ccccc1)C1CC1	-2%	20%[38.3 µM]	0%	13%[9.22 µM]	-1.3%	-1%	-17%[46.1 µM]
COc1cccc(C2=NOC(C(=O)NCCCn3ccnc3)C2)c1 (configuration not stated)	-1%	22%[38.3 µM]	nt	3%	3.3%	-3%	-6%[46.1 µM]
CNC(=O)COc1ccc(Nc2nnc(C)c3ccccc23)cc1	nt	nt	4%	-1%[9.22 µM]	1.1%	2%	-10%[7.67 µM]
Cc1cccc(NCN2C(=O)c3ccccc3C2=O)c1	-4%	27%[38.3 µM]	nt	-14%	0.8%	1%	-2%[46.1 µM]
CCCCC(NC(=O)c1cccc(Br)c1)C(=O)O (configuration not stated)	3%	7%	65%[activator]	-17%[9.22 µM]	-1.6%	3%	-13%
COc1ccccc1NC(=O)c1c(NC(=O)c2ccco2)sc2c1CCC2	2%	9%[38.3 µM]	-3%	2%[9.22 µM]	-0.5%	4%	-29%[46.1 µM]
Cc1ccc2[nH]c3c(c2c1)CCN1C(=O)OC(C)(C)C31C (configuration not stated)	-4%	12%	nt	-12%	2.3%	-3%	?
COc1ccc(-c2cc(C(=O)Nc3c(C)n(C)n(-c4ccccc4)c3=O)no2)cc1	2%	-3%	nt	-15%	1.2%&-0.9%	0%	17%

In the list so far, these contain a COOH group:
SMILES	Luc counter	IMPase Li inh	L3MBTL1 inh	HTT aggregate	Epigenetic derep	CBFb RUNX1 block	NPSR antagonist
O=C(O)CC(c1ccccc1)c1ccccc1	0%	-3%[38.3 µM]	5%	3%	-1.0%	2%	-9%[46.1 µM]
CCCCC(NC(=O)c1cccc(Br)c1)C(=O)O (configuration not stated)	3%	7%	65%[activator]	-17%[9.22 µM]	-1.6%	3%	-13%

Remaining list, next part.
SMILES	Luc counter	IMPase Li inh	L3MBTL1 inh	HTT aggregate	Epigenetic derep	CBFb RUNX1 block	NPSR antagonist
O=C(CSc1ccc(C(F)(F)F)cc1[N+](=O)[O-])Nc1ccc2ccccc2c1	3%	-5%	2%	?	-1.0%	-2%	-32%
CSC1=C(C#N)C(c2ccccc2Cl)C2=C(N1)c1ccccc1C2=O (configuration not stated)	-3%	15%[38.3 µM]	0%	-18%	-1.2%	0%	?
CC(=O)Oc1ccc2ccccc2c1C(NC(=O)C(C)C)c1cccc([N+](=O)[O-])c1 (configuration not stated)	-4%	37%[38.3 µM]	nt	-10%	-1.4%	-5%	-10%[46.1 µM]
O=C(OC1CCOC1=O)c1cccc(S(=O)(=O)N2CCc3ccccc3C2)c1 (configuration not stated)	11%	9%	nt	-11%	0.0%	7%	0%
C=CCC(C)(NCc1ccccc1)c1ccc(C)cc1 (configuration not stated)	-1%	9%	27%	3%	1.0%	8%	1%
CCc1nc(N)c(C#N)c(-c2ccccc2OC)c1C	0%	27%[38.3 µM]	nt	-8%	-1.0%	12%	-6%[46.1 µM]
c1ccc(-c2c(-c3ccccc3)n(Cc3ccco3)c3ncnc(NCCCn4ccnc4)c23)cc1	-1%	49%[activator][38.3 µM]	nt	?	10.0%	nt	25µM*
CC1(NC(=S)Nc2ccccc2)CCS(=O)(=O)C1 (configuration not stated)	nt	nt	-13%	-9%[9.22 µM]	-0.3%	4%	-23%
COc1cc(-c2[nH]ncc2CN2CCc3sccc3C2)cc(OC)c1OC	-1%	13%	4%	13%[9.22 µM]	0.9%	1%	9%
O=C(O)CC/C(=N/NC(=O)CNC(=O)Cc1ccc(Cl)cc1)c1ccccc1	nt	nt	10%	-18%[9.22 µM]	-1.0%	3%	10%
CCn1c2ccccc2c2cc(NC(=O)C3CCN(S(=O)(=O)c4cccs4)CC3)ccc21	1%	4%[38.3 µM]	44%[activator]	11%	6.1%	-2%	-21%[46.1 µM]
CCOC(=O)CNC(=O)CSc1cc(C)nc2ccc(OC)cc12	-19%	3%	9%	21%[9.22 µM]	-1.1%	6%	-7%
Cc1ccc2[nH]c(=O)c(C3=NN(C(=O)CCC(=O)O)C(c4cccs4)C3)c(-c3ccccc3)c2c1 (configuration not stated)	-2%	-4%	6%	11%	0.0%	-5%	10%
O=C(CN1C(=O)NC2(CCOc3ccccc32)C1=O)Nc1ccc(F)c(F)c1F (configuration not stated)	-2%	-4%	nt	-20%	-1.4%	4%	-1%
COc1ccc2[nH]c(=O)c(CN(Cc3nnnn3Cc3ccc(F)cc3)CC3CCCO3)cc2c1 (configuration not stated)	-1%	-7%[38.3 µM]	6%	11%	-1.0%	2%	-26%[46.1 µM]

Sorted by length of the SMILES (smallest number first): some entries from above.
SMILES	Luc counter	IMPase Li inh	L3MBTL1 inh	HTT aggregate	Epigenetic derep	CBFb RUNX1 block	NPSR antagonist
CC1(NC(=S)Nc2ccccc2)CCS(=O)(=O)C1 (configuration not stated)	nt	nt	-13%	-9%[9.22 µM]	-0.3%	4%	-23%
CCOC(=O)CNC(=O)CSc1cc(C)nc2ccc(OC)cc12	-19%	3%	9%	21%[9.22 µM]	-1.1%	6%	-7%
COc1cc(-c2[nH]ncc2CN2CCc3sccc3C2)cc(OC)c1OC	-1%	13%	4%	13%[9.22 µM]	0.9%	1%	9%
